Assay outcomes deposited in PubChem by National Center for Advancing Translational Sciences (NCATS).
p53null 39C kill: p53 null cell cytotoxicity, nonpermissive temperature. AID 904. Potency, µM (top dose mostly 46.1 µM), for inactives: top-dose activity, negative = cell killing, hits mostly cytotoxic. actives 0.97% (n = 55,000). H1299 p53-null (neo) cells, 39C, ATPlite viability, 24 h;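 also: potency is read from the fitted curve at half-maximal effect; 0% = DMSO only and -100% = full killing by 100 µM tamoxifen; nearly all actives have a fitted effect of over 50% in size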
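H1299 lung cancer cells, p53-null (H1299-neo) or expressing p53 A138V (H1299-p53A138V), were plated overnight at 37C, then exposed to compounds at up to 46 uM for 24 hr at 39C. Viability was read by ATP-based luminescence.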
FH mod: Identification of activators of human fumarate hydratase by quantitative high-throughput screening; Fumarate hydratase, mitochondrial (Homo sapiens), P07954; AID 1347055, 2019; Potency, µM (doses to about 79.9 µM), without a hit: at the top dose activity change, negative = inhibition, usual class: inhibitors; FH coupled MDH/diaphorase resazurin fluorescence, 15 min; actives 0.22% (n = 54,000); also: potency is read from the fitted curve at half-maximal effect; % is scaled to controls: 0 for no effect and ±100 for the full control effect; the screen sought activators but most active calls are inhibition curves; nearly all actives have a fitted effect of over 45% in size
p53null 32C tox: p53 null cell cytotoxicity, permissive temperature; H1299-neo p53 null cells, ATP luminescence, 24 h, 32C; Potency, µM (highest dose often 46.1 µM), for the others: at the top dose activity change, negative = cytotoxicity, hits mostly cytotoxic; actives 0.62% (n = 55,000); AID 903;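 also: potency is read from the fitted curve at half-maximal effect; 0% = DMSO only and -100% = full killing by 100 µM tamoxifen; nearly all actives have a fitted effect of over 55% in size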
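H1299-neo, 600 cells/well; overnight 37C; cpd up to 46 uM, 24 h at 32C; ATPlite luminescence after 20 min RT; normalized to DMSO (0%) and tamoxifen 100 uM (100% kill); Hill-fit AC50.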
B2AR arrestin ag: beta-arrestin recruitment by human beta2-adrenergic receptor ligands; 44,000 tested, under 10 active; HTLA Tango cells, beta-arrestin recruitment, luciferase luminescence, 18 h; P07550; Potency, µM (highest dose often 46.1 µM), without a hit: at the top dose activation, usual class: activators;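 also: potency is read from the fitted curve at half-maximal effect; 0% = DMSO and full agonism = EC100 isoproterenol or metaproterenol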
Target sequence (P07550 whole entry, looked up): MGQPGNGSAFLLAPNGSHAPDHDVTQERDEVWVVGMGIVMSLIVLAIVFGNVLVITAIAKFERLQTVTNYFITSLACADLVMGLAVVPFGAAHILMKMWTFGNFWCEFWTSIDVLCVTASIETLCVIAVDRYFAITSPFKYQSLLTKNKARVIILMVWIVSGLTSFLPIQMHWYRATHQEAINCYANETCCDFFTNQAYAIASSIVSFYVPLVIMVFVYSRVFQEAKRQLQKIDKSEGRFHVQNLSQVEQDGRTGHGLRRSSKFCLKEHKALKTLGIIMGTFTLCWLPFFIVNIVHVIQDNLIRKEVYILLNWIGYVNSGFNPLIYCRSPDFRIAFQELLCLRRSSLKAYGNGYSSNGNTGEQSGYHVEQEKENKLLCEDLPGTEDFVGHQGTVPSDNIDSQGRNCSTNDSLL
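Tango cell line, 1% FBS DMEM; cpd titration up to 46 microM; 18 hr, 37 degrees C, 5% CO2. Luciferin/ATP substrate mix added, 15 min RT, luminescence. %Activity, CRC fitting, curve-class categorization.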
NTMT1 inhibitor: NTMT1 methyltransferase inhibition. Q9BV86. NTMT1 MTase-Glo SAH luminescence, purified enzyme. Potency, µM (doses to about 114 µM), without a hit: at the highest dose activity change, negative = inhibition, hits mostly inhibitors. actives 2.5% (n = 59,000). AID 1645870;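 also: potency is read from the fitted curve at half-maximal effect; plate controls were DMSO vehicle for no effect and no enzyme for full effect; nearly all actives have a fitted effect of over 65% in size; many of its hits are not listed in these tables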
Target sequence (Q9BV86 whole entry, looked up): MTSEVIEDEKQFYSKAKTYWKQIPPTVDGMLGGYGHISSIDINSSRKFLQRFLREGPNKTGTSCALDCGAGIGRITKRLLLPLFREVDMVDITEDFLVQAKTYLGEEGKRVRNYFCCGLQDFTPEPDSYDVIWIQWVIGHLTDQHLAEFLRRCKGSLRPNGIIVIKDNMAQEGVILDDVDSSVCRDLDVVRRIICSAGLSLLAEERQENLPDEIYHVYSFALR
GALK inhibitor: GALK (human) enzyme inhibition; recombinant GALK, Kinase-Glo ATP luminescence, 1 h; Potency, µM (series often up to 57.5 µM), for the others: at the top dose activity, negative = inhibition, actives largely listed as inhibitors; 44,000 tested, under 10 active; AID 1347072;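 also: plate controls were full GALK reaction for no effect and reaction lacking GALK for full effect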
Target sequence (P51570 whole entry, looked up): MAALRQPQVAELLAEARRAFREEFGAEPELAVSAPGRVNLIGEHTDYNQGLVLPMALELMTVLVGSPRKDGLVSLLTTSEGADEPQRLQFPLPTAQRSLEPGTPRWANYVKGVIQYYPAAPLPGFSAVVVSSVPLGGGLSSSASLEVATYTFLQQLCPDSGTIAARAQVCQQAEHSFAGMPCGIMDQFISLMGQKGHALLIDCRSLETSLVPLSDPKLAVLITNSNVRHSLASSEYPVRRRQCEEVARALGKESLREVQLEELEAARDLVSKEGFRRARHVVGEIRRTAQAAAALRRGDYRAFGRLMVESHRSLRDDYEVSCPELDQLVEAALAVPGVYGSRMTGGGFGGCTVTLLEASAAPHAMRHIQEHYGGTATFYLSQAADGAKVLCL
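5 nM GALK with 35 µM ATP and 100 µM galactose in HEPES pH 8.0, MgCl2, NaCl, DTT, BSA; 1 h RT reaction, remaining ATP detected by Kinase-Glo Plus luminescence after 10 min; qHTS concentration series.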
TSG101-PTAP inh: inhibitors of HIV-1 PTAP binding to human TSG101, validation. Fluorescence polarization, FITC-PTAP peptide/Tsg101, 20 min. Q99816. AID 1347069. 44,000 tested, under 10 active. Potency, µM (doses to about 115 µM), for the others: top-dose activity change, negative = inhibition, most hits filed as inhibitors; also: potency is read from the fitted curve at half-maximal effect; 0% is about no effect
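Fluorescence polarization: Tsg101 binding domain (10 uM final) in 10 mM HEPES pH 7.5, 0.15 M NaCl, 0.01% Tween 20, 3 mM EDTA, 0.1 mM TCEP; compounds pinned; FITC-PTAP peptide 50 nM final; 20 min, r.t.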
* hit, by the source's call; u = inconclusive; x = no result given; [ ] = dose if it differs, or a comment. Calls follow the shape of the dose curve; as a rule, active = well fitted curve in the direction sought with a large enough effect; inconclusive = small, poorly fitted or top-dose-only effect, or another doubt; inactive = no such curve, though single readings can be large; an effect the other way counts as inactive or inconclusive.

SMILES	p53null 39C kill	FH mod	p53null 32C tox	B2AR arrestin ag	NTMT1 inhibitor	GALK inhibitor	TSG101-PTAP inh
O=C(Cn1c(=O)c2cccn2c2ccc(F)cc21)NCc1cccc(Cl)c1	u	17%	27%	-1%	-14%	3%	6%
Cc1cc(C)cc(-n2ccn(Cc3ccc(F)cc3)c(=O)c2=O)c1	u	2%	-27%	-1%	0%	-1%	-1%
O=C(Nc1nnc(S(=O)(=O)N2CCCc3ccccc32)s1)c1ccccc1Br	u	-23%	4%	0%	8%	-11%	0%
COC(=O)c1ccc(NC(=O)CN2C(=O)CCc3cc(S(=O)(=O)N4CCCCC4)ccc32)cc1	-7%	-19%	2%	1%	u	0%	0%
CC(=O)N1CCOc2cc(S(=O)(=O)Nc3cccc(C(F)(F)F)c3)c(Cl)cc21	u	-15%	-5%	0%	2%	-4%	-3%
O=C(Nc1ccc(Br)cc1)c1cc(S(=O)(=O)N2CCc3ccccc32)ccc1F	-10%	-41%	0%	2%	-4%	1%	1%
CC1=C(C(N)=O)C(c2ccc(F)cc2)n2nc(-c3ccc(N(C)C)cc3)nc2N1 (stereo unspecified)	16%	-4%	-6%	0%	2%	-1%	1%
Cc1cc(C)cc(OCc2cc(=O)n3c(-c4ccccc4)csc3n2)c1	-10%	0%	-1%	1%	-11%	-1%	-1%
CCOC(=O)c1ccc(NC(=O)CSc2ccc3ccccc3n2)cc1	18%	-13%	-1%	0%	-26%	0%	-6%
CC(C)CCNC(=O)c1ccc2nc(CCc3ccccc3)oc2c1	-9%	2%	1%	0%	17%	-5%	1%
COc1ccc(OC)c(CCNc2ncnc3onc(-c4ccc(Cl)cc4)c23)c1	9%	-22%	4%	0%	12%	3%	1%
CCn1c(SCC(=O)Nc2cc(C)ccc2F)nnc1-c1ccccc1O	13%	-18%	-3%	0%	-2%	7%	-5%
COc1ccc(N2CCN(CCCNC(=O)c3ccc4nc(Cc5ccccc5)oc4c3)CC2)cc1	-14%	-16%	0%	0%	-29%	0%	-6%
CCC(C)NC(=O)CSc1nc2cc3c(cc2c(=O)n1CCCC(=O)NCc1ccc2c(c1)OCO2)OCO3 (stereo unspecified)	13%	14%	1%	-1%	1%	1%	-5%
CCC(C)NC(=O)c1sc2nc(C)c(C(=O)Nc3ccc(C)cc3C)c(-c3ccc(NC(C)=O)cc3)c2c1N (stereo unspecified)	-17%	-18%	2%	0%	14%	0%	1%
COc1ccc(CCNC(=O)CCCn2nc(C)c3sc4ccccc4c3c2=O)cc1OC	u	-25%	u	-2%	-4%	3%	-3%
CCOc1ccc(NC(=O)CNS(=O)(=O)c2ccc(Br)s2)cc1	-1%	0%	18%	0%	1%	-1%	-13%
CC1=C(C(=O)Nc2ccc(Cl)cc2)C(c2ccc(C(F)(F)F)cc2)n2nnnc2N1 (stereo unspecified)	-19%	-18%	3%	0%	-6%	9%	-6%
COCCN1C(=O)c2[nH]nc(-c3ccccc3O)c2C1c1ccc(OCc2ccccc2)c(OC)c1 (stereo unspecified)	44%[activator]	u	17%	0%	23%	0%	-3%
CCOC(=O)CSc1nc(-c2ccc(F)cc2)cc(C(F)(F)F)c1C#N	-12%	5%	-3%	0%	-3%	4%	-1%
CCC1CCCCN1S(=O)(=O)c1ccc(C(=O)Nc2sc3c(c2C(N)=O)CCC3)cc1 (stereo unspecified)	25%	-8%	15%	-1%	-19%	u	10%
CC(=O)N1c2ccccc2C(=O)C1N1CCN(c2cc(Cl)ccc2C)CC1 (stereo unspecified)	28%	-9%	-3%	-1%	21%	0%	-3%
Cc1cc(Cl)ccc1OCC(=O)N(Cc1ccc(N(C)C)cc1)CC1CCCO1 (stereo unspecified)	u	-20%	47%[activator]	-1%	-4%	-4%	-4%
COCCCNC(=O)N1CCN(c2nnc(C)c3c(C)n(-c4ccc(Cl)cc4)nc23)CC1	3%	-2%	-4%	-1%	12%	-1%	-1%
CCOC(=O)N1CCN(c2ncc3c(n2)CC(c2ccc(OC)c(OC)c2)CC3=O)CC1 (stereo unspecified)	-17%	-12%	12%	1%	-14%	8%	0%

Ordered by SMILES length (falling): some entries from above.
SMILES	p53null 39C kill	FH mod	p53null 32C tox	B2AR arrestin ag	NTMT1 inhibitor	GALK inhibitor	TSG101-PTAP inh
CCC(C)NC(=O)c1sc2nc(C)c(C(=O)Nc3ccc(C)cc3C)c(-c3ccc(NC(C)=O)cc3)c2c1N (stereo unspecified)	-17%	-18%	2%	0%	14%	0%	1%
COC(=O)c1ccc(NC(=O)CN2C(=O)CCc3cc(S(=O)(=O)N4CCCCC4)ccc32)cc1	-7%	-19%	2%	1%	u	0%	0%
COCCN1C(=O)c2[nH]nc(-c3ccccc3O)c2C1c1ccc(OCc2ccccc2)c(OC)c1 (stereo unspecified)	44%[activator]	u	17%	0%	23%	0%	-3%
COCCCNC(=O)N1CCN(c2nnc(C)c3c(C)n(-c4ccc(Cl)cc4)nc23)CC1	3%	-2%	-4%	-1%	12%	-1%	-1%
CCOC(=O)N1CCN(c2ncc3c(n2)CC(c2ccc(OC)c(OC)c2)CC3=O)CC1 (stereo unspecified)	-17%	-12%	12%	1%	-14%	8%	0%
O=C(Nc1ccc(Br)cc1)c1cc(S(=O)(=O)N2CCc3ccccc32)ccc1F	-10%	-41%	0%	2%	-4%	1%	1%
COc1ccc(CCNC(=O)CCCn2nc(C)c3sc4ccccc4c3c2=O)cc1OC	u	-25%	u	-2%	-4%	3%	-3%
O=C(Nc1nnc(S(=O)(=O)N2CCCc3ccccc32)s1)c1ccccc1Br	u	-23%	4%	0%	8%	-11%	0%
O=C(Cn1c(=O)c2cccn2c2ccc(F)cc21)NCc1cccc(Cl)c1	u	17%	27%	-1%	-14%	3%	6%
Cc1cc(C)cc(-n2ccn(Cc3ccc(F)cc3)c(=O)c2=O)c1	u	2%	-27%	-1%	0%	-1%	-1%
CCn1c(SCC(=O)Nc2cc(C)ccc2F)nnc1-c1ccccc1O	13%	-18%	-3%	0%	-2%	7%	-5%
CC(C)CCNC(=O)c1ccc2nc(CCc3ccccc3)oc2c1	-9%	2%	1%	0%	17%	-5%	1%

The results go on:
SMILES	p53null 39C kill	FH mod	p53null 32C tox	B2AR arrestin ag	NTMT1 inhibitor	GALK inhibitor	TSG101-PTAP inh
CCCc1cc(=O)[nH]c(Nc2ccc(OCC)cc2)n1	-14%	-4%	-16%	-1%	0%	2%	0%
CCOc1cccc(C2c3[nH]c4ccccc4c3CCN2C(=O)CSCc2ccc(F)cc2)c1 (stereo unspecified)	14%	-34%	10%	0%	u	7%	-2%
Cc1ccc(CNC(=O)CSc2nc(=O)[nH]c3c2CCCC3)cc1	24%	7%	-3%	-1%	6%	0%	1%
COc1cc(CN(C(=O)c2cccc(C)c2)c2ccccn2)cc(OC)c1OC	-9%	-3%	-11%	-4%	2%	6%	-7%
Cc1nn2c3c(cnc2c1-c1ccc(F)cc1)C(=O)CC(c1ccccc1)C3 (stereo unspecified)	x	-6%	x	1%	5%	7%	3%
Cc1cc(C)cc(NC(=O)N2CCN(c3cc(-c4noc(C)n4)ccc3C)CC2)c1	4%	-9%	1%	0%	4%	-1%	-3%
Cc1cccc(N2CCN(c3ccc(C(=O)O)cc3NC(=O)c3ccccc3F)CC2C)c1 (stereo unspecified)	14%	u	25%	0%	71µM*	2%	0%
COc1cccc(C(=O)Nc2c3c(nn2-c2ccc(Cl)cc2)CS(=O)(=O)C3)c1	10%	-5%	0%	0%	4%	1%	-4%
CCOc1cc2[nH]c(=O)n(Cc3ccc(C(=O)N4CCN(c5ccccc5)CC4)cc3)c(=O)c2cc1OCC	2%	-8%	13%	-3%	-5%	1%	0%
CCCN(C(=O)c1cc2c(s1)-c1ccccc1OC2)c1ccc(C(C)C)cc1	7%	-21%	-6%	-2%	7%	3%	3%
COC(=O)c1ccc(Cn2c(SCC(=O)Nc3ccc(F)cc3)nc3ccccc32)cc1	-15%	0%	-7%	0%	-1%	-2%	-2%
Cc1cccc(-n2c(SCC(=O)Nc3ccc(C)c(C)c3)nc3n[nH]c(C)c3c2=N)c1	17%	-28%	11%	0%	-22%	0%	-2%
COc1ccc(S(=O)(=O)N2CCCN(CC(=O)Nc3ccc(NC(C)=O)cc3)CC2)cc1	x	6%	x	0%	-3%	8%	1%
CCC(=O)N1CCc2cc(Br)cc(S(=O)(=O)N3CCCC(C(=O)Nc4cccc(F)c4)C3)c21 (stereo unspecified)	-2%	-23%	8%	1%	-6%	2%	-11%
CNC(=O)c1c(NC(=O)c2ccc(S(=O)(=O)N3CCCC(C)C3)cc2)sc2c1CCC2 (stereo unspecified)	4%	-14%	-6%	1%	-2%	0%	-5%
COC(=O)c1cc(S(=O)(=O)N2CCN(c3ccc(F)cc3)CC2)cn1C	-13%	-9%	-1%	-1%	-6%	3%	0%
Cc1c(Cl)cccc1-n1ncc(C(=O)Nc2ccc(F)cc2F)c1C1CCN(C(=O)OC(C)(C)C)CC1	30%	-17%	10%	-1%	13%	0%	-2%
O=C(CCC1N=C2c3ccccc3N=C(SCc3ccccc3Cl)N2C1=O)NCCc1ccccc1 (stereo unspecified)	-27%	-34%	25%	-1%	23%	6%	6%
CCCCN(CC)CCCNC(=O)C1CCN(c2nc3ccc(CC)cc3s2)CC1	13µM*	-5%	u	0%	-17%	-5%	0%
CCN(C(=O)Cn1nc2c3cc(F)ccc3n(Cc3cccc(C)c3)cc-2c1=O)c1cccc(C)c1	-2%	4%	-2%	1%	-1%	1%	-1%
COc1ccc(Br)cc1CNC(=O)c1cc(=O)[nH]c2ccc(S(=O)(=O)N3CCCCC3)cc12	-5%	0%	2%	0%	-1%	0%	-2%

3 compounds out of the list, ordered by number of heavy atoms, smallest number first.
SMILES	p53null 39C kill	FH mod	p53null 32C tox	B2AR arrestin ag	NTMT1 inhibitor	GALK inhibitor	TSG101-PTAP inh
COc1cccc(C(=O)Nc2c3c(nn2-c2ccc(Cl)cc2)CS(=O)(=O)C3)c1	10%	-5%	0%	0%	4%	1%	-4%
CCCCN(CC)CCCNC(=O)C1CCN(c2nc3ccc(CC)cc3s2)CC1	13µM*	-5%	u	0%	-17%	-5%	0%
CCOc1cc2[nH]c(=O)n(Cc3ccc(C(=O)N4CCN(c5ccccc5)CC4)cc3)c(=O)c2cc1OCC	2%	-8%	13%	-3%	-5%	1%	0%

An excerpt; rates above refer to the full screens.
